TrxR1 substrate – substrates of rat thioredoxin reductase 1. O89049. purified TrxR1 substrate turnover, NADPH consumption readout. Potency, µM (highest dose often 114 µM), for inactives: at the highest dose activity change, negative = substrate turnover. 390,000 compounds, 0.01% hits. AID 588456; further: potency means the concentration at half of the fitted maximal effect; on the % scale 0 is the no-effect control and ±100 the full control effect; nearly all actives have a fitted effect of over 50% in size
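Rat TrxR1, dispensed at 90 nM, was prereduced with 400 uM NADPH (final) for 5 min at ~22 deg C, then incubated with compound 15 min before 400 uM selenite. A first-read NADPH fluorescence drop versus no-compound background flagged substrates.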
HP1b binding inh – blocks HP1-beta chromodomain binding to methylated histone tails | P83916 | AlphaScreen HP1-beta / biotin-H3K9me3 peptide binding | Potency, µM (series often up to 114 µM), for the others: at the top dose activity change, negative = inhibition, usual class: inhibitors | 390,000 compounds, 0.56% hits; further: potency means the concentration at half of the fitted maximal effect; nearly all actives have a fitted effect of over 70% in size; inactives centre near 23
Target sequence (P83916 whole entry, looked up): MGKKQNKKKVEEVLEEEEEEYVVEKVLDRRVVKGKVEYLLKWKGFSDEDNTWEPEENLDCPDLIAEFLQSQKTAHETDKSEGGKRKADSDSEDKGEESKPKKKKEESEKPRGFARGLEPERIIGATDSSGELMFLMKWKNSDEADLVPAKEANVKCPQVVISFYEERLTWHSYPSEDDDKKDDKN
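AlphaScreen: HP1-beta (50 nM) preformed 30 min with biotin-H3(1-18)K9me3 peptide (50 nM) in PBS pH 7.4, 0.01% Tween-20. Compound added for 30 min at RT, then streptavidin donor/nickel chelate acceptor beads (10 ug/mL) for 30 min.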
Tb PGK inh – inhibitors of T. brucei phosphoglycerate kinase | P07378 | PGK/GAPDH coupled, Kinase-Glo luminescence, 60 min | Potency, µM (top dose mostly 57.5 µM), without a hit: at the top dose activity change, negative = inhibition, actives largely listed as inhibitors | 380,000 compounds, 0.043% hits | AID 602233; further: potency means the concentration at half of the fitted maximal effect; on the % scale 0 is the no-effect control and ±100 the full control effect; nearly all actives have a fitted effect of over 60% in size
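Luminescent ATP detection (Kinase-Glo Plus) follows a 60-minute room-temperature incubation, with wells lacking PGK as controls. Buffer: 100 mM TEA (pH 7.6), 5 mM MgCl2, 0.01% Tween-20. Coupling enzyme GAPDH (100 nM final) supplies unstable 1,3-BPG in-well.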
PI4K2A block – blocks human PI4K2A kinase activity. Q9BTU6. purified PI4K2A, ADP-Glo luminescence, 1 h; hits give low values. activity change, negative = inhibition, % at 76.9 µM. 420,000 compounds, 0.13% hits. AID 1346378; in the data active means activity change below about -50%; inconclusive means mostly about -30% to -49%;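 further: -100% = wells without enzyme as full effect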
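PI4K2A activity was measured by ADP-Glo luminescence: enzyme (4 ug/mL stock) and phosphatidylinositol (1.2 mM stock) in Tris pH 7.5/MgCl2/EGTA/Triton X-100 buffer were reacted with ATP (300 microM stock) for one hour at ambient temperature.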
GLS inhibitor – blocks human kidney-isoform glutaminase activity; O94925; GLS enzymatic activity, qHTS titration; Potency, µM (titrated, usually from 45.5 µM), for inactives: at the highest dose activity change, negative = inhibition, usual class: inhibitors; 410,000 compounds, 0.21% hits; further: potency means the concentration at half of the fitted maximal effect; on the % scale 0 is the no-effect control and ±100 the full control effect
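hKGA; 45 mM KH2PO4 pH 8.2 + 0.02% Tween-20; cpd via pin tool; 1 mM Gln soln; GluOx/HRP/Amplex Red; RT 30 min; fluor. t0 & final.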
USP1 inh – blocks the human USP1/UAF1 deubiquitinase complex; O94782; recombinant USP1/UAF1, Ub-Rhodamine cleavage fluorescence; 390,000 compounds, 0.23% hits; Potency, µM (doses to about 57.1 µM), without a hit: at the highest dose activity change, negative = inhibition, most hits filed as inhibitors; further: potency means the concentration at half of the fitted maximal effect; on the % scale 0 is the no-effect control and ±100 the full control effect; nearly all actives have a fitted effect of over 60% in size; inactives centre near -12
Target sequence (O94782 whole entry, looked up): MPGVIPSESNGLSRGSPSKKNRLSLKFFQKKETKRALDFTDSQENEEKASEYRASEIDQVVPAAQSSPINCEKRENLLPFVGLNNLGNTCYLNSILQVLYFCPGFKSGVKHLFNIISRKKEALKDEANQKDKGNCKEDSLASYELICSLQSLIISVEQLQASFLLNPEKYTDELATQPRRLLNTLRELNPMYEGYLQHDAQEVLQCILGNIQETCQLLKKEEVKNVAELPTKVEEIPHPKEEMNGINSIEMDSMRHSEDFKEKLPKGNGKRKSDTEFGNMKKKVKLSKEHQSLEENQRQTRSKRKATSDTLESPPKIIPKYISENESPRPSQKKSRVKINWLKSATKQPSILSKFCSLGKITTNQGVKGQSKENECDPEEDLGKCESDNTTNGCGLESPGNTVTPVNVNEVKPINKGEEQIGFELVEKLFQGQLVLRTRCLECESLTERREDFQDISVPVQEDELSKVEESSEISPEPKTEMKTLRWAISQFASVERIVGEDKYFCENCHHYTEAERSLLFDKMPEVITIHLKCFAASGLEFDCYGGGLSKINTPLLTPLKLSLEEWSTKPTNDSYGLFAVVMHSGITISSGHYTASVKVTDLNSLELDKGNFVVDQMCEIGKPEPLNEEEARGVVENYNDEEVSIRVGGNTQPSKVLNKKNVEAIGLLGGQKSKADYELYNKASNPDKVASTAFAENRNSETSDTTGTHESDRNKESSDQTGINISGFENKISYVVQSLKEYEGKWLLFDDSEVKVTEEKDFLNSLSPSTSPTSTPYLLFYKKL
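USP1/UAF1 complex at 1 nM was preincubated with compound for 15 min at room temperature, then Ub-Rho substrate (150nM final) was added. Fluorescence (480/540 nm) was read kinetically, 6 reads every 60 seconds.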
Pin1 inhibitor – inhibitors of human Pin1; Q13526; Pin1 FP peptide displacement, HiFluor488, 10 min; Potency, µM (titrated, usually from 115 µM), inactives show top-dose activity, negative = inhibition, usual class: inhibitors; 390,000 compounds, 0.009% hits; AID 504891; active means well fitted inhibition curve with a large enough effect in the polarisation, with a control signal flat, not every such curve was filed as active; inconclusive means small, poorly fitted or top-dose-only effect, or effect the other way, or a change in a side signal; inactive means no such curve, though single readings can be large or run the other way; the % refers to the polarisation; further: potency means the concentration at half of the fitted maximal effect; on the % scale 0 is the no-effect control and ±100 the full control effect
TrxR1 inh – rat TrxR1 inhibition. recombinant rTrxR1, NADPH fluorescence consumption, selenite substrate. Potency, µM (top dose mostly 114 µM), inactives show top-dose activity change, negative = inhibition, usual class: inhibitors. O89049. 390,000 compounds, 1% hits; further: potency means the concentration at half of the fitted maximal effect; on the % scale 0 is the no-effect control and ±100 the full control effect; nearly all actives have a fitted effect of over 65% in size
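Rat TrxR1 (90 nM in the dispensed reagent) was pre-reduced with 400 uM NADPH for 5 min at room temperature, then incubated with compound for 15 min. After 400 uM selenite was added, NADPH fluorescence (Ex 340/Em 450 nm) was followed for 8 min.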
mIDH1 inhibitor – blocks human mutant IDH1 R132H enzyme; O75874; IDH1-R132H enzyme, NADPH consumption, diaphorase/resazurin fluorescence; Potency, µM (series often up to 76.6 µM), for inactives: at the highest dose activity change, negative = inhibition, usual class: inhibitors; 390,000 compounds, 0.093% hits; AID 602179; further: potency means the concentration at half of the fitted maximal effect; on the % scale 0 is the no-effect control and ±100 the full control effect; nearly all actives have a fitted effect of over 65% in size
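IDH1-R132H (0.5 ug/mL dispensed) in pH 7.5 Tris buffer was preincubated 30 min with compound, then given a substrate mix of 0.016 mM NADPH and 2 mM alpha-KG for 80 min at room temperature; remaining NADPH was read by diaphorase/resazurin fluorescence.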
Numbers without * were called inactive; i = inactive; ? = inconclusive; . = no result given; & = joins results of further samples; [ ] = another dose, or the depositor's remark. Unless noted, the call rests on the fitted dose curve; in most records, active means well fitted curve in the direction sought with a large enough effect; inconclusive means small, poorly fitted or top-dose-only effect, or another doubt; inactive means no such curve, though single readings can be large; an effect the other way counts as inactive or inconclusive. These rows are one share of the data. The share of hits here may be higher or lower than overall.

smiles,TrxR1 substrate,HP1b binding inh,Tb PGK inh,PI4K2A block,GLS inhibitor,USP1 inh,Pin1 inhibitor,TrxR1 inh,mIDH1 inhibitor
Cc1cc(C)nc(NS(=O)(=O)c2ccc(N3C(=O)C4CCCCC4C3=O)cc2)n1 (centres undefined),-6%,6%,0%,-2,0%,-2%,1%,2%,-8%
O=C(c1nc2ccc(Cl)cn2c1CN1CCC[C@H]1CO)N1CCCCCCC1,5%,47%[activator],-3%,-6,-8%,-28%,?,?,-4%
O=C(Nc1cccc(F)c1)C1CCCN(S(=O)(=O)c2ccc(-n3cnnn3)cc2)C1 (centres undefined),5%,-17%,-4%,4,1%,-13%,-2%,24%,13%
Cc1ccc(S(=O)(=O)Nc2ccc3c(c2)C(=O)N([C@H](C)CO)C[C@H](C)[C@@H](CN(C)C(=O)NC2CCCCC2)OCCCC[C@@H](C)O3)cc1,.,.,-8%,-7,5%,?,.,.,?
CCc1ccc(/C=N/NC(=O)c2ccccn2)cc1,-8%,41%[activator],-25%,-25,16%,-5%,-14%,-1%,-7%
CCCC(=O)Nc1nc2nc(C)cc(=O)n2[nH]1,-5%,-1%,1%,10,8%,-2%,1%,-10%,5%
CCc1nnc(NC(=O)c2ccc(-c3ccc([N+](=O)[O-])cc3Cl)o2)s1,2%[57.1 µM],26%,-9%,1,0%,-20%,2%,10%[57.1 µM],-2%
COC(=O)Cc1ccc(OC(=O)C2CCN(S(=O)(=O)c3ccc(OC)c(OC)c3)CC2)cc1,6%,43%[activator],7%,0,0%,-18%,10%,22%,-14%
O=C(c1cc2cc([N+](=O)[O-])ccc2s1)N1CCOCC1,-3%,21%,-5%,2,0%,-5%,6%,-3%,7%
Cc1ccc(Cl)cc1N1CCN(C(=O)CCC(=O)O)CC1,16%,32%,-3%,4,8%,-12%,-4%,-6%,0%
CCN(CC)CCCNC(=O)c1cc(-c2ccc(O)cc2)on1,-2%[57.1 µM],15%,-6%,-2,-9%,-1%,-3%,8%[57.1 µM],-7%
CCOCCCNC(=S)Nc1cc(OCC)c(NC(=O)c2ccco2)cc1OCC,4%[57.1 µM],13%,-1%,0,-17%,-24%,-1%,11%[57.1 µM],17%
CCCn1c(N)c(N(CCOC)C(=O)c2cc(-c3ccco3)nc3ccccc23)c(=O)[nH]c1=O,3%,14%,-9%,-12,-26%,-23%,-1%,?,-9%
O=C(CSc1nnc(-c2c[nH]c3ccccc23)o1)N1c2ccccc2CCc2ccccc21,3%,5%,?,2,2%,-12%,11%,5%,3%
O=[N+]([O-])c1cc(Cl)ccc1NCCNS(=O)(=O)c1ccccc1,-14%,3%,-4%,2,7%,-2%,2%,-18%,3%
Cn1c(NC(=O)C2CC2)cc(=O)n(C)c1=O,8%,27%,-2%,-4,-5%,-23%,2%,17%,1%
Cc1cc(C(=O)C(C)Sc2cccc[n+]2[O-])c(C)n1-c1ccc(Cl)cc1 (centres undefined),-2%[57.1 µM],-14%,-6%,2,-20%,-17%,1%,-14%[57.1 µM],-3%
Cc1ccc(Cn2ccn(Cc3ccccc3C)c(=O)c2=O)cc1,-2%,11%,-6%,2,-16%,-7%,3%,6%,12%
Cc1ccc(S(=O)(=O)N(CCC(=O)Nc2ccc(OC(F)(F)F)cc2)c2ccccc2)cc1,-9%,33%,-5%,-9,-2%,-26%,13%,8%,5%
Cn1nc(C(=O)Nc2ccccc2C#N)c2c1-c1ccccc1SC2,-6%,36%,9%,-4,-8%,-4%,-1%,-12%,-4%
Cc1cccc(NC(=O)C2(C)CC3c4ccccc4C2c2ccccc23)c1C (centres undefined),3%,-4%,10%,10,0%,-6%,8%,9%,-1%
OCCN1CCN(C(=S)c2ccc(Br)cc2)CC1,-10%,0%,4%,-27,0%,-2%,6%,-11%,4%
CCN1C(=O)[C@H]2[C@@H](c3ccc(C(F)(F)F)cc3)N[C@]3(CCCN(CC4CCCCC4)C3=O)[C@H]2C1=O,.,.,-2%,1,-1%,-22%,.,.,9%
O=C(Oc1cccc(C(=S)N2CCOCC2)c1)c1cccc(Cl)c1,-11%,12%,-4%,1,4%,-2%,-8%,-11%,11%
Cc1nnc(SCC(=O)NC23CC4CC(CC(C4)C2)C3)n(N)c1=O,-3%,35%[activator],-9%,-1,-4%,-6%,-1%,14%,2%
O=C(COC(=O)CNS(=O)(=O)/C=C/c1ccccc1)NC1CCS(=O)(=O)C1 (centres undefined),21%[57.1 µM],34%,5%,1,4%,-18%,-6%,25%[57.1 µM],4%
OC[C@@H](O)[C@@H](O[C@@H]1O[C@H](CO)[C@H](O)[C@H](O)[C@H]1O)[C@H](O)[C@@H](O)CO,6%,35%,-6%,-4&1,0%,-17%,4%,4%,14%
OCCN(CC#CC(O)(c1ccccc1)C1CCCCC1)CCO (centres undefined),1%,49%[activator],-8%,-3,5%,-14%,-7%,28%,-2%
O=C(CC1Sc2ccccc2NC1=O)NCc1ccc(Cl)cc1 (centres undefined),3%[57.1 µM],27%,2%,1,-3%,-22%,-8%,15%[57.1 µM],-5%
CCCNCc1cc(OC)c(OCC(=O)NCCc2ccccc2)cc1Br,6%,7%,-9%,3,10%,-4%,-2%,24%,10%
C=CCOC(=O)C1=C(C)NC(SC)=C(C#N)C1c1ccc(OCC)cc1 (centres undefined),5%,83%&28%[activator],i,-5&-5,8%&5%,-25%&-15%,4%&14%,11%,-5%&-4%
CCOc1cc(S(=O)(=O)NCc2ccccn2)ccc1Cl,10%,-4%,.,4,-5%,-13%,2%,16%,7%
Cn1c(SCC(=O)N2CCCC2=O)nc2ccccc2c1=O,-8%,31%,-9%,-8,-13%,?,-2%,5%[57.1 µM],3%
Cc1ccc(C(=O)Nc2ccc(S(=O)(=O)NC3=NCCCCC3)cc2)c(C)c1,0%,18%,-8%,4,0%,-25%,-2%,1%,15%
CNC(=O)c1c(NC(=O)CS(=O)(=O)c2ccc(Cl)cc2)sc(C)c1C,10%,-7%,-10%,-5,23%,-10%,4%,26%,0%
C[C@@H]1CCCCO[C@@H](CN(C)Cc2ccc(C(F)(F)F)cc2)[C@@H](C)CN([C@H](C)CO)C(=O)c2cc(N(C)C)ccc2O1,.,.,-5%,-2,33%[activator],-22%,.,.,7%

An excerpt from above in order of length of the SMILES, low to high.
smiles,TrxR1 substrate,HP1b binding inh,Tb PGK inh,PI4K2A block,GLS inhibitor,USP1 inh,Pin1 inhibitor,TrxR1 inh,mIDH1 inhibitor
O=C(CC1Sc2ccccc2NC1=O)NCc1ccc(Cl)cc1 (centres undefined),3%[57.1 µM],27%,2%,1,-3%,-22%,-8%,15%[57.1 µM],-5%
Cc1ccc(C(=O)Nc2ccc(S(=O)(=O)NC3=NCCCCC3)cc2)c(C)c1,0%,18%,-8%,4,0%,-25%,-2%,1%,15%
O=C(COC(=O)CNS(=O)(=O)/C=C/c1ccccc1)NC1CCS(=O)(=O)C1 (centres undefined),21%[57.1 µM],34%,5%,1,4%,-18%,-6%,25%[57.1 µM],4%

Next section
smiles,TrxR1 substrate,HP1b binding inh,Tb PGK inh,PI4K2A block,GLS inhibitor,USP1 inh,Pin1 inhibitor,TrxR1 inh,mIDH1 inhibitor
O=C1CCC(C(=O)OCc2ccccc2)N1 (centres undefined),1%,15%,-2%,3,-15%,4%,9%,25%,6%
O=C(COc1ccccc1)Nc1ccc(-c2ccc(N3CCOCC3)nn2)cc1,-7%,35%,-7%,0,-1%,-12%,22%,-9%,0%
O=C(COC(=O)C1(c2ccccc2F)CCCC1)N1CCN(C(=O)c2ccco2)CC1,5%,0%,.,1,-2%,12%,-2%,10%,3%
CCCCNC(=O)C1CC(=O)N(c2ccc(OC)cc2)C1c1ccc(OC)cc1 (centres undefined),-5%,9%,4%,2,11%,2%,1%,-3%,-5%
O=C(NCc1ccc2c(c1)OCO2)c1ccccc1,1%,42%[activator],-6%,-1,3%,-19%,-8%,12%,0%
COc1ccc(C(=O)NC(=S)NCc2cccnc2)cc1[N+](=O)[O-],-6%,17%,i,0,15%,-5%,0%,-3%,-5%
COc1ccc(-n2ncc(C(C)NS(=O)(=O)c3cccs3)c2C)cc1 (centres undefined),1%,19%,0%,1,9%,-3%,-1%,3%,-4%
CCOc1ccc(C)cc1S(=O)(=O)n1cnc2ccccc21,12%,34%,11%,0,-1%,-5%,4%,13%,-2%
Cc1ccc2nc(NC(=O)CSc3nncc(=O)n3N)sc2c1,-3%,32%,-2%,3,1%,-4%,-2%,-4%,-1%
Cc1cccc(C)c1NC(=O)CSc1nnc(NC(=O)c2ccccc2C(=O)O)s1,0%,12%,6%,2,2%,-8%,5%,10%,-1%
CCOc1cc(N2CCOCC2)c(OCC)cc1NC(=O)CN1C(=O)NC2(CCCCC2)C1=O,-3%,8%,-2%,6,44%[activator],-7%,2%,5%,-3%
OCC1=C[C@@H](O)C2C=CO[C@@H](O[C@@H]3O[C@H](CO)[C@@H](O)[C@H](O)[C@H]3O)C12 (some centres undefined),8%,43%[activator],2%,1,-2%,-27%,3%,26%,-1%
COc1ccc(-c2nc3ccc([N+](=O)[O-])cc3o2)cc1,-8%,8%,i,6,-1%,-10%,-2%,-12%,5%

Bioassay records deposited in PubChem by National Center for Advancing Translational Sciences (NCATS).
